Compound activity as filed in PubChem BioAssay.
D2 potentiator: positively modulates the human D2 dopamine receptor allosterically. P14416. HEK293 T-REx D2, calcium flux, EC20 dopamine potentiation. potentiation, % at 10 µM. hit rate 0.34% among 340,000;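 active = potentiation over 3 SD above the plate norm, cut at about 30% in these data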; note: 0% is about no effect
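Cells plated with tetracycline inducer and held overnight at 30 C; calcium dye loaded 30–90 min at room temperature; baseline taken, compound added and read 180 s; EC20 dopamine then added and read 180 s.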
D1 ag: agonists of human D1 dopamine receptor; AID 504660; hit rate 1% among 360,000; activation, % at 2 µM; P21728; HEK293 T-REx D1 cells, calcium flux, agonist mode; in the data active = activation above about 30%; note: 0% is about no effect
Target sequence (P21728 whole entry, looked up): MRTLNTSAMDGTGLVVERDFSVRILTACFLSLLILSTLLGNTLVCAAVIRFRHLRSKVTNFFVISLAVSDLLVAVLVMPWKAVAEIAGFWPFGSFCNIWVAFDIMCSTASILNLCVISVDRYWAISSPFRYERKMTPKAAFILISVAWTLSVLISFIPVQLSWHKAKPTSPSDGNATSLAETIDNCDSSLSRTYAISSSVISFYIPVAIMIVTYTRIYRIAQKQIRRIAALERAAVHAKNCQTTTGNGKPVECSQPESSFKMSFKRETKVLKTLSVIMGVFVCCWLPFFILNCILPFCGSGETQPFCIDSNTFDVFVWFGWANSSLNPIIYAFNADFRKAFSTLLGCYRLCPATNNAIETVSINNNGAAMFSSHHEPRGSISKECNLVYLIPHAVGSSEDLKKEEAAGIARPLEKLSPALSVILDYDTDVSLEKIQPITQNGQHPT
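Tetracycline-induced HEK293 TREx D1 cells, force-coupled to calcium signalling, were dye-loaded with a no-wash calcium kit. Compound was pin-added after a 10 s baseline. Fluorescence was read kinetically at 1 cycle/s for 180 s, with calcium rises flagged as agonism.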
D2 antagonist: antagonizes the human D2 dopamine receptor. inhibition, % at 10 µM. P14416. hit rate 2% among 340,000. HEK293 TREx D2 cells, calcium flux, dopamine EC80; in the data active = inhibition above about 30%; note: 0% is about no effect
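Calcium flux kinetic readout in an inducible HEK293 TREx D2 line plated overnight at 30 C. After 180 s compound exposure, an EC80 dopamine challenge follows with another 180 s kinetic read to detect antagonism.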
RXFP1 antag: blocks the human relaxin receptor RXFP1; Q9HBX9; HEK293-RXFP1, relaxin-stimulated cAMP HTRF, 30 min; stronger effect = lower value; activity change, negative = inhibition, % at 57.5 µM; hit rate 0.59% among 350,000; AID 1259400;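 active = activity change of -60% or lower, but not beyond a set lower limit; inconclusive = change between -60% and -40%, or beyond the set limit; inactive = change above -40%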; note: % is set by controls: 0 for no effect and ±100 for the full control effect
D1 PAM: human D1 dopamine receptor positive modulation. AID 504651. potentiation, % at 10 µM. HEK293 TREx D1 cells, calcium flux, dopamine EC20 potentiation. hit rate 0.036% among 360,000. P21728; in the data active = potentiation above about 30%; note: 0% is about no effect
RXFP1 ag: RXFP1 (human) receptor agonism; Potency, µM (titrated, usually from 57.5 µM), for inactives: at the top dose activation, usual class: activators; HEK293T-RXFP1 cAMP TR-FRET, 30 min; response scale: percent of porcine relaxin response, buffer zero; Q9HBX9; hit rate 0.3% among 370,000; active = well fitted activation curve with a large enough effect; inconclusive = small, poorly fitted or top-dose-only effect; note: potency is the fitted concentration of half-maximal effect; % is set by controls: 0 for no effect and ±100 for the full control effect; nearly all actives have a fitted effect of over 60% in size; many of its hits are not listed in these tables
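HEK293T cells stably expressing RXFP1 were pretreated with the PDE4 inhibitor Ro 20174, exposed to compounds for 30 min at 37C, lysed, and cAMP was read by TR-FRET. Data normalized to buffer (basal) and 29 nM porcine relaxin (100%).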
TRHR enhancer: allosteric enhancers of human TRH receptor | P34981 | TRHR cells, fluo-8 calcium fluorescence, EC20 TRH enhancement | enhancement, % at 2 µM | hit rate 0.66% among 360,000 | AID 493056; in the data active = enhancement above about 30%; note: 0% is about no effect
Target sequence (P34981 whole entry, looked up): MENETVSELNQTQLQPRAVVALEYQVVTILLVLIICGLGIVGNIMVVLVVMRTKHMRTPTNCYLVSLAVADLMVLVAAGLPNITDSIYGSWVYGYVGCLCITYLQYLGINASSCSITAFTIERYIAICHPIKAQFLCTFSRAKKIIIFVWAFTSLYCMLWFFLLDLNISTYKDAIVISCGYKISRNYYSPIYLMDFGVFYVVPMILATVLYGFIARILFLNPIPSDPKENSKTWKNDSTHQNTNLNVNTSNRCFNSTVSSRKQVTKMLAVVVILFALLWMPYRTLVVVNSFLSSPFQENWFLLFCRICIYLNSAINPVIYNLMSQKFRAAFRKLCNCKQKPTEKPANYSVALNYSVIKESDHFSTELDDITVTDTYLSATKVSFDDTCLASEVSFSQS
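TRHR-expressing cells loaded with fluo-8 calcium dye were read kinetically (ex 480/em 530) during compound addition, then stimulated with an EC20 of TRH (10 nM final). Enhancement of the Gq-mediated intracellular calcium response was scored.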
D1 antag: antagonists of human D1 dopamine receptor; HEK293 TREx D1 cells, calcium flux, dopamine EC80; stronger effect = lower value; activity change, negative = inhibition, % at 10 µM; hit rate 3.2% among 360,000; in the data active = activity change below about -30%; note: % is set by controls: 0 for no effect and ±100 for the full control effect
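Cells carrying a force-coupled, tetracycline-inducible human D1 receptor report calcium flux. Each well gets a 10 s baseline, compound with 180 s monitoring, then an EC80 dopamine stimulus with a second 180 s kinetic read.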
D2 ag: activates the human D2 dopamine receptor; hit rate 0.53% among 340,000; HEK293 T-REx D2 cells, calcium flux agonist mode; P14416; activation, % at 2 µM;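 active = activation over 3 SD above normal in the single-dose calcium agonist read, cut at about 30% in these data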; note: 0% is about no effect
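HEK293 Trex D2 cells, tetracycline-induced, o/n 30 C 5% CO2; no-wash Ca dye, RT 30–90 min; 10-cycle baseline, 23 nl cpd added, kinetic Ca read 180 s; agonist hits = positive Ca response.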
The depositor's hits bear a star; u = inconclusive; x = not tested or not shown. These rows are one share of the data; rates above refer to the full screens.

Values in the order – D1 PAM	D2 ag	D1 antag	RXFP1 antag	TRHR enhancer	RXFP1 ag	D2 potentiator	D1 ag	D2 antagonist
COCCOC(=O)c1c(C)oc2ccc(OC(=O)c3c(OC)cccc3OC)cc12
    -9	0.2	-13	-9	3	-0.8%	14	7	-19
Cc1cc(C)c2c(CC(=O)Nc3ccc(S(=O)(=O)Nc4nc(C)cc(C)n4)cc3)coc2c1
    1	-0.8	-10	-11	4	0.1%	10	1	x
CCn1nc(C)c(CCN(C)C(=O)Nc2cc(OC)c(OC)c(OC)c2)c1C
    0	x	-1	x	1	1.1%	-2	0	x
CS(=O)(=O)Nc1ccc(C2=NN(C(=O)c3cccc(F)c3)C(c3cccs3)C2)cc1 (stereo not drawn)
    -7	-1.5	-3	-4	1	2.6%	10	1	10
c1ccc2c(c1)CCNC2c1ccncc1 (stereo not drawn)
    1	0.0	2	0	-3	-1.4%	-4	2	-3
COc1ccccc1NC(=O)c1cc2c(CO)cnc(C)c2oc1=Nc1ccc(OC)c(OC)c1
    -5	-0.1	-6	4	-8	0.0%	-2	-1	-20
Fc1ccccc1OCCSc1ncnc2nc[nH]c12
    -7	0.8	-3	2	-2	4.1%	-1	6	-11
O=C(Nc1ccc(Cl)c(C(=O)N2CCOCC2)c1)c1ccccc1
    -3	-0.3	-9	-3	-4	4.1%	52*	-2	18
O=C(NC1CC1)[C@@H]1CSC2c3ccccc3C(=O)N21 (stereo partly drawn)
    -2	-0.2	-4	19	-6	4.6%	-3	3	-6
COc1ccc(CNC(=O)c2ccc(Cn3c(=O)c4cccn4c4cccnc43)cc2)c(OC)c1
    0	0.7	7	2	2	u	-6	1	x
O=C(NC1CCSC1=O)c1cccc(C(=O)NC2CCSC2=O)c1 (stereo not drawn)
    0	0.7	-11	-11	1	-0.3%	-4	0	42*
CCc1ccc(NC(=O)Cn2c(=O)n(-c3cccc(OC)c3)c(=O)c3c(C)c(C(=O)N(C)C)sc32)cc1
    -1	0.7	-4	14	5	13%	x	1	x
COc1cccc(C(C(=O)NC2CCCCC2)N(C(=O)c2ccco2)c2ccccc2OC)c1 (stereo not drawn)
    -1	0.5	-21	6	-10	4.5%	-9	2	-7
O=C(O)CCC(=O)OCC1CCCCC1
    -6	0.0	3	4	7	-1.0%	6	2	5
COc1ncnc(OC)c1S(=O)(=O)NCc1ccccc1
    9	-0.5	7	-1	7	-0.7%	-14	2	-8
CN(C)C1(CNC(=O)c2cccc(S(=O)(=O)Nc3ccc(Br)cc3)c2)CCCCC1
    -5	x	-1	-8	1	0.1%	-15	1	x
COc1ccc(N2CCN(Cc3nc(-c4ccc(C)cc4)no3)CC2)cc1
    -1	-0.8	-19	-13	2	0.1%	-9	3	x
Cc1c(Cl)cccc1NC(=O)CC(C(=O)O)C1CCCO1 (stereo not drawn)
    -4	x	-9	-1	-1	0.1%	x	1	x
O=C(NCC(c1ccc(F)cc1)N1CCOCC1)c1c(F)cccc1F (stereo not drawn)
    -5	x	-10	-3	-5	-2.7%	x	5	x
CCn1cc(C(=O)N2CCN(c3cc(Cl)ccc3C)CC2)c(=O)c2cc(S(=O)(=O)N3CCCCC3)ccc21
    2	0.3	-7	-2	3	-2.0%	x	0	x
C(=N\N(Cc1ccccc1)c1ccccc1)/c1cccnc1
    -1	-0.6	-24	-8	-9	0.6%	10	0	-12
Cc1ccc(CNC(=O)CCNC(=O)N2CCn3c2nc2ccccc23)cc1
    -5	-0.3	-19	-2	-5	-1.8%	-13	1	7
CC(C)OC(=O)c1c(NC(=O)COc2cccc(Br)c2)sc2c1CCCC2
    0	x	6	-3	5	2.8%	-1	6	x
Cc1cc(C(=O)Nc2ccc(N3CCCC3)c(Cl)c2)ccc1[N+](=O)[O-]
    -12	-0.1	-10	-16	-2	-0.7%	-12	1	0
CC(C)c1nnc(SCC(=O)N2CCc3ccccc32)n1C
    1	x	0	1	-1	1.0%	5	0	x
COc1ccc(C(=O)N/N=C/c2cc3ccccc3[nH]c2=O)cc1
    -3	0.9	-10	-5	2	-4.4%	-4	9	-16
CCc1ccc(Nc2nnc(SCc3cc(=O)n4ccsc4n3)s2)cc1
    -1	0.6	x	-16	2	2.0%	-15	2	1
Fc1ccccc1/C=N/n1cc(-c2ccccc2)[nH]c1=S
    -5	0.1	-8	-23	11	1.0%	5	3	38*
Cc1ccc(OCCNC(=O)c2ccc(NC(=O)CC3SC(N4CCCC4)=NC3=O)cc2)cc1 (stereo not drawn)
    -5	1.1	12	-10	11	1.6%	-7	0	3
CCC(C(=O)Nc1ccc(C(=O)OC)cc1)n1nc(-c2ccc(C)cc2)c2c(c1=O)CCCC2 (stereo not drawn)
    -2	-0.4	7	x	6	1.8%	-3	2	x
Cc1ccc(S(=O)(=O)N2CCOC2CNC(=O)C(=O)NCCCN2CCOCC2)cc1 (stereo not drawn)
    0	-0.2	-25	-2	-1	5.0%	4	1	-6
Cc1c(N=Cc2c(O)n(C3CCCCC3)c(=O)[nH]c2=O)c(=O)n(-c2ccccc2)n1C
    -7	-1.5	15	4	-4	0.2%	-8	2	-2
O=C(c1ccccc1)C(O)c1ccccc1 (stereo not drawn)
    0	0.0	x	5	-3	-0.3%	11	1	10
COC(=O)C1=C(N)Oc2cc(N(C)C)ccc2C1c1ccccc1OC (stereo not drawn)
    5	0.4	6	-4	-4	3.4%	-5	4	9
Cc1cc(Cl)n2c(nc3ccccc32)c1C#N
    -5	x	10	-15	-7	16%	-1	0	x
COC(=O)c1cc(Cl)c(NC(=O)c2ccco2)cc1OC
    0	x	10	5	5	2.4%	x	1	x
Cc1ccc2c(=O)cc(C(=O)Nc3c(C(=O)c4ccc(F)cc4)oc4ccccc34)oc2c1C
    4	0.1	7	-5	-4	1.8%	-2	0	x
Nc1cc2c(cc1O)CCCC2
    -2	-3.3	-7	u	12	-0.7%	12	8	-8
Cc1occc1C(=O)Nc1cccc([N+](=O)[O-])c1C
    -5	-0.7	-1	0	-2	0.7%	3	2	-10
COC(=O)c1ccccc1NC(=O)CCn1c(=O)c2cccn2c2cccnc21
    -4	-0.9	-2	7	28	-0.4%	2	0	x
CCc1nnc(NC(=O)CN2CC(C)OC(C)C2)s1 (stereo not drawn)
    -6	2.4	29	4	-2	0.6%	-5	0	11
CC(C)(C)c1cc(CN2CCN(CCC#N)CC2)cc(C(C)(C)C)c1O
    -4	0.7	-3	-15	-3	-2.8%	-9	2	-13
Cc1cc(NC(=O)CSc2nnc(-c3ccoc3C)o2)no1
    -2	-0.3	-1	-19	8	0.2%	8	1	-31
CC(=O)c1c(N2CCN(C)CC2)nc(=S)n(Cc2ccccc2)c1C
    -8	0.5	-6	x	14	1.0%	7	1	-15
CCOc1ccc(N(CC(=O)NCc2ccc3c(c2)OCO3)C(=O)c2csnn2)cc1
    5	-0.2	-22	-7	6	-0.1%	0	-1	-1
COc1ccccc1N1CCN(C(CNC(=O)C(=O)NCCCN(C)C)c2cccnc2)CC1 (stereo not drawn)
    -5	0.5	-21	-12	6	-0.7%	6	4	x
CCOC(=O)C1NN=C(C(=O)c2ccccc2)C1c1ccc(OC)cc1 (stereo not drawn)
    -2	1.4	6	-1	0	3.0%	x	0	1
CCC1Oc2ccccc2N(CC(=O)NCCN2C(C)CCCC2C)C1=O (stereo not drawn)
    -11	-0.4	-3	-29	9	-0.4%	-3	2	-4
CC(C)c1ccc(/C=C/C(=O)NCc2ccc(S(N)(=O)=O)cc2)cc1
    -6	-0.2	3	-21	0	-1.6%	-4	2	3
CC1(C(=O)NCCCNc2ncc(C(F)(F)F)cc2Cl)C=CCN1C(=O)c1ccccc1 (stereo not drawn)
    -1	0.1	-2	x	-6	0.2%	1	-2	-10
CCCN(CCC)S(=O)(=O)c1ccc(C(=O)Nc2nc3c(s2)CCc2ccccc2-3)cc1
    -2	0.3	0	-9	6	-0.9%	0	3	-1
O=C(c1ccco1)N1CCN(S(=O)(=O)Cc2ccccc2Cl)CC1
    4	-0.8	x	25	-2	2.7%	-8	2	9
O=C(NCc1ccc(CNC(=O)c2ccco2)cc1)c1ccco1
    2	-0.4	-1	2	-5	-0.9%	5	2	-1
O=C(Nc1ccon1)c1sc2cc(F)ccc2c1Cl
    -3	0.3	13	-2	10	21%	-6	0	0
O=C(Nc1ccc(NC(=O)c2cccs2)cc1)c1cccc(Br)c1
    3	0.5	-20	-7	-14	3.8%	0	-1	x
CCOC(=O)C1(Cc2cccc(OC)c2)CCCN(Cc2nccn2CC)C1 (stereo not drawn)
    -1	0.8	-10	8	2	0.5%	9	2	14
COc1cc(C(=O)N2CCN(CCc3ccccn3)CC2)cc(OC)c1OC
    -1	1.9	5	-8	-4	0.9%	-4	-1	x
CC1CN(C(=O)CCC(=O)NCCCN2CCN(Cc3ccccc3)CC2)c2cc(Cl)ccc2O1 (stereo not drawn)
    -2	0.9	4	-12	0	-2.5%	-32	6	37*
COc1ccccc1C1C(C(C)=O)=C(C)N=c2s/c(=C\c3cc(OC)c(OC)c(OC)c3)c(=O)n21 (stereo not drawn)
    -4	0.8	5	-3	4	4.0%	32*	4	3
COc1ccc(F)cc1S(=O)(=O)n1cc(C)nc1-c1ccccc1
    -3	0.4	2	-9	7	-1.3%	-7	1	0

Reprinted at random: 2 compounds from above
Values in the order – D1 PAM	D2 ag	D1 antag	RXFP1 antag	TRHR enhancer	RXFP1 ag	D2 potentiator	D1 ag	D2 antagonist
CCOc1ccc(N(CC(=O)NCc2ccc3c(c2)OCO3)C(=O)c2csnn2)cc1
    5	-0.2	-22	-7	6	-0.1%	0	-1	-1
Cc1ccc2c(=O)cc(C(=O)Nc3c(C(=O)c4ccc(F)cc4)oc4ccccc34)oc2c1C
    4	0.1	7	-5	-4	1.8%	-2	0	x

(continued)
Values in the order – D1 PAM	D2 ag	D1 antag	RXFP1 antag	TRHR enhancer	RXFP1 ag	D2 potentiator	D1 ag	D2 antagonist
CC1=NN(c2nc(C)cc(C)n2)C(=O)C1CCC(C)C (stereo not drawn)
    -7	0.2	-12	3	-3	1.4%	1	1	-2
O=C(CN1CCN(c2ccccc2F)CC1)Nc1nnc(C(F)(F)F)s1
    6	0.6	-2	2	8	2.7%	-3	0	0
Nn1c(SCC(=O)Nc2ccccc2)nnc(Cc2ccccc2)c1=O
    3	-0.3	3	3	2	0.5%	-1	2	-5
CC(C)c1ccc(NC(=O)C2(C)Cc3ccccc3C(=O)O2)cc1 (stereo not drawn)
    -2	-0.3	-10	-10	-1	4.0%	0	19	x
CC(C)CN(C(=O)COC(=O)c1ccc2c(c1)OCCO2)c1c(N)n(Cc2ccccc2)c(=O)[nH]c1=O
    2	0.3	-7	-11	-3	-0.9%	2	1	-2
